Screens: PubChem, National Center for Advancing Translational Sciences (NCATS)
HT1080-NT tox – kills 2HG-producing HT-1080-NT fibrosarcoma cells; Potency, µM (doses to about 46.1 µM), inactives show at the top dose activity, negative = less viability, hits mostly cytotoxic; 1.6% of 360,000 active; HT-1080-NT fibrosarcoma viability, CellTiter-Glo ATP luminescence, 48 h;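 note: NT is the 2HG producing partner of a matched IDH1 knockdown line; potency is the fitted concentration of half-maximal effect; 0% = DMSO-treated cells and -100% = media-only wells without cells; nearly all actives have a fitted effect of over 55% in size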
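Read-out is CellTiter-Glo luminescence after 10 minutes at room temperature, following 48 hours' compound treatment of HT-1080-NT cells (750 cells/well, RPMI, 5% FBS, 37 degrees C).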
KB-V1 MDR tox – kills drug-selected multidrug resistant KB-V1 cells. KB-V1 MDR cells viability, CellTiter-Glo, 72 h. Potency, µM (titrated, usually from 46.1 µM), for inactives: top-dose activity change, negative = cytotoxicity, hits mostly cytotoxic. 3.4% of 400,000 active. AID 1347076; note: potency is the fitted concentration of half-maximal effect; % is set by controls: 0 for no effect and ±100 for the full control effect; nearly all actives have a fitted effect of over 60% in size
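Potencies derive from concentration-effect curves fitted to normalized luminescence (CellTiter-Glo) of KB-V1 cells treated for 72 h at 37 degrees C in phenol-red-free DMEM containing 10% FBS.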
MCF10A rereplic – induces DNA re-replication in MCF 10a normal breast cells. MCF 10A DNA re-replication, Hoechst nuclear intensity, 48 h. Potency, µM (doses to about 46.1 µM), inactives show top-dose activity, positive = re-replication, most hits filed as activators. 2.9% of 350,000 active. AID 624296; note: potency is the fitted concentration of half-maximal effect; % of control where 0% means no effect; nearly all actives have a fitted effect of over 50% in size
DRD3 agonist – activates the human D3 dopamine receptor; P35462; D3R DiscoveRx beta-arrestin cells, luminescence, 90 min; max activation, %; 0.58% of 410,000 active; in the data active = max activation above about 30%; note: 0% is about no effect; mostly tested at two doses, the higher about 12 µM
Target sequence (P35462 whole entry, looked up): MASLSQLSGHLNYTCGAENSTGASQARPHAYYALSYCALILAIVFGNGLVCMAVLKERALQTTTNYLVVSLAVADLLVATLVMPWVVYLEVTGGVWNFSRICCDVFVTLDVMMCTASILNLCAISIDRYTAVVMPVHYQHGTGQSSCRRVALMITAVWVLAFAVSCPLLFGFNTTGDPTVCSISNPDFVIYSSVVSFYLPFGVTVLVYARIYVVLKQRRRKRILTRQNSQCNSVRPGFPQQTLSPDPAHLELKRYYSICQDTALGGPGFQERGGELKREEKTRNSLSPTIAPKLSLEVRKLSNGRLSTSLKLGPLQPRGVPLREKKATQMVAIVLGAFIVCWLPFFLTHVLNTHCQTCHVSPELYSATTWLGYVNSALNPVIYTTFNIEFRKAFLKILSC
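Agonist-mode cell screen: cells plated at 1500/well and incubated overnight at 37 °C, then exposed to library compounds for 90 min at 37 °C. Detection reagent was added for 30–60 min at room temperature, and luminescence was read.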
GLP1R cytotox – cytotoxic in the GLP-1 receptor inverse agonist counter-screen. HEK293 cAMP-luciferase reporter cells, luminescence, 24 h. Potency, µM (highest dose often 38.3 µM), for the others: at the top dose activity change, negative = inhibition, hits mostly inhibitors. 0.13% of 410,000 active;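 note: loss of luciferase light is scored as toxicity; potency is the fitted concentration of half-maximal effect; % is set by controls: 0 for no effect and ±100 for the full control effect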
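Cells in DMEM/10% Nu serum/1% pen-strep, 1536-well format. Pre-incubated 12 h, dosed with 23 nL compound, incubated a further 24 h. Luciferase detection, 12 min at room temp, luminescence.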
HT1080 IDH1KD tx – toxicity to HT-1080 IDH1 knockdown cells (counter line). HT-1080 IDH1 knockdown viability, ATP luminescence, 48 h. 2% of 360,000 active. Potency, µM (highest dose often 46.1 µM), for inactives: top-dose activity, negative = toxicity, most hits filed as cytotoxic;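 note: potency is the fitted concentration of half-maximal effect; 0% = DMSO wells and -100% = cell-free medium wells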
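Using the IDH1-knockdown HT-1080 line run in the same batch and compound series as the NT line, viability after 48 h at 37 °C was determined by CellTiter-Glo luminescence and expressed as % activity.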
KB-3-1 cytotox – KB-3-1 parental cell cytotoxicity; 1.4% of 400,000 active; Potency, µM (series often up to 46.1 µM), without a hit: top-dose activity change, negative = cytotoxic, most hits filed as cytotoxic; KB-3-1 viability, CellTiter-Glo ATP luminescence, 72 h; note: potency is the fitted concentration of half-maximal effect; % is set by controls: 0 for no effect and ±100 for the full control effect; nearly all actives have a fitted effect of over 60% in size
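Viability of parental KB-3-1 cells, measured by CellTiter-Glo luminescence, followed a 72 h incubation at 37 °C with pinned compounds in phenol-red-free DMEM containing 10% FBS.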
SW480 rereplic – inducers of DNA re-replication in SW480 colon cancer cells | SW480 DNA re-replication, Hoechst DNA content imaging, 48 h | Potency, µM (highest dose often 46.1 µM), for inactives: top-dose re-replication activation, most hits filed as activators | 1.8% of 340,000 active; note: potency is the fitted concentration of half-maximal effect; % of control where 0% means no effect; nearly all actives have a fitted effect of over 55% in size
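SW480 cells exposed to compounds for 48 hr at 37 C, 5% CO2, then Hoechst-stained 40 min. Nuclear DNA content imaged by fluorescence scanning (405 nm excitation, 500-530 nm emission); re-replication scored as increased high-intensity nuclei.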
IL1B secr inh – inhibitors of inflammasome signaling (IL-1 beta secretion) | THP-1 LPS/ATP IL-1B secretion, AlphaLISA, 16 h; active compounds read low | activity change, % at 57.5 µM | 4.7% of 360,000 active | AID 743279; in the data active = activity change below about -50%; inconclusive = mostly about -30% to -49%; note: % is set by controls: 0 for no effect and ±100 for the full control effect
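Secreted IL-1B measured by AlphaLISA bead assay after 16 h compound exposure of THP-1 cells; compounds (final up to 57.5 uM) added 1 h before LPS (250 ng/mL) and ATP (1.25 mM) stimulation; lower signal means less secretion.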
Active calls of the source: *; ? = inconclusive; / = no result given; [ ] = remark or other dose. Unless noted, calls come from the whole dose curve; as a rule, active = well fitted curve in the direction sought with a large enough effect; inconclusive = small, poorly fitted or top-dose-only effect, or another doubt; inactive = no such curve, though single readings can be large; an effect the other way counts as inactive or inconclusive. An unsorted share of the library. Share with any hit: about 11%.

SMILES | HT1080-NT tox | KB-V1 MDR tox | MCF10A rereplic | DRD3 agonist | GLP1R cytotox | HT1080 IDH1KD tx | KB-3-1 cytotox | SW480 rereplic | IL1B secr inh
COc1ccc(S(=O)(=O)N2CCOCC2)cc1NC(=O)c1cc(=O)[nH]c2ccccc12 | 9% | 24% | 1% | 1 | 1% | 9% | 0% | 2% | 2
Cc1c(C(=O)NNc2c(Cl)cccc2Cl)n(C)oc1=O | -1% | 12% | -6% | 4 | -19% | 10% | -1% | -8% | 5
O=C(NCCN1CCOCC1)C1CCC(CNS(=O)(=O)c2ccc(Cl)cc2)CC1 (stereo unspecified) | 3% | 0% | 16µM* | 16 | 6% | -3% | 1% | 4% | -4
Cc1ccc(C(C)C)c(OCc2nnc(SCC(=O)Nc3nccs3)n2C)c1 | 5% | -12% | ? | 5 | -9% | 7% | -5% | 9% | 38
CCOC(=O)c1c(C)c2c(=O)[nH]cnc2n1-c1ccccc1 | -2% | 6% | 3% | 1 | 1% | -4% | 8% | 0% | 21
O=C(O)c1ccc(Cl)c(S(=O)(=O)Nc2ccccc2Cc2ccccc2)c1 | -1% | ? | 17% | 3 | -1% | 9% | 19% | -3% | 6
CSc1ccc(CNCC(O)c2ccccc2)cc1 (stereo unspecified) | -16% | 4% | 4% | -1 | 0% | 1% | 16% | -4% | -8
CCN(C(=O)c1cc(Cl)ccc1Cl)C1CCS(=O)(=O)C1 (stereo unspecified) | 5% | 18µM* | 12% | 0 | -4% | 4% | 6% | -23% | 19
O=C(Nc1cccc(O)c1)C(=O)Nc1ccccn1 | ? | ? | -3% | -8 | -6% | ? | 28% | -11% | -8
O=C(c1cc(-c2ccc(Br)cc2)on1)N1CCCCCC1 | 9% | 0% | -13% | 4 | 4% | 2% | 20% | -24% | -9
O=C(CSc1nc2c(cnn2-c2ccccc2)c(=O)[nH]1)c1ccc(Cl)cc1 | -11% | -27% | -3% | 6 | -3% | -2% | -5% | -2% | 38
O=C(CS(=O)(=O)c1ccccc1)N1CCc2ccccc21 | -1% | -16% | ? | -8 | 3% | 0% | -3% | -4% | -4
CCOC(=O)C1=C(C)N(CCC(=O)O)C(=O)NC1c1ccccc1Cl (stereo unspecified) | 13% | 0% | ? | -19 | 12% | 2% | -2% | -4% | 21
COCc1ccc(C(=O)NC2CC(C)(C)Cc3c2cnn3-c2ccc(OC)cc2)o1 (stereo unspecified) | 1% | -7% | -9% | -9 | -5% | 2% | -1% | 3% | -18
Cc1ccc(CN2C(=O)CCC2C(=O)NCCN2CCOCC2)cc1 (stereo unspecified) | 17% | 7% | 5% | 6 | -8% | 19% | 11% | -7% | 1
COC(=O)C1=CN(c2ccc(F)cc2)C=C(C(=O)OC)C1c1ccc([N+](=O)[O-])cc1 | -15% | -18% | 10% | -29 | -3% | -3% | -14% | 1% | 13
O=C(CSc1ccc(Cl)cc1)Nc1cccc(-c2nnc(-c3ccco3)o2)c1 | -1% | ? | 6% | 3 | -7% | ? | -3% | / | -1
CCC/C(O)=C1\C(=O)CCCC1=NCCc1c(C)[nH]c2ccc(C)cc12 | 11% | ? | ? | -1 | -13% | 10% | 25% | -4% | -17
CCc1ccc(CNC(=O)C2CCN(C(=O)c3ccc(-n4c(C)cc5ccccc54)s3)CC2)cc1 | / | -22% | / | 4 | -1% | / | ? | / | /
CCc1cccc(CC)c1NC(=O)C1CC(=O)N(c2ccc3c(c2)OCCO3)C1 (stereo unspecified) | 0% | -11% | -2% | -1 | 4% | 6% | 3% | -6% | -2
COc1ccc(CNC(=O)c2cccc(-c3ccc(C)c4ccccc34)n2)cc1 | ? | ? | ? | 3 | -12% | ? | ? | ? | 12
COc1ccccc1NC(=O)CSc1nc(O)c(C/C=C/c2ccccc2)c(=O)[nH]1 | / | 1% | / | -3 | 10% | / | 3% | / | /
CC(C)c1ccc(Nc2sc(C(=O)c3ccccc3)c(N)c2S(=O)(=O)c2ccccc2)cc1 | / | 0% | / | 0 | -3% | / | 1% | / | /
Cc1ccc2c(c1)Oc1ccc(NC(=O)CCCl)cc1C(=O)N2 | ? | ? | ? | 4 | -30% | 16µM* | -89% | ? | 66
Cn1c(SCC(=O)N2CCOCC2)nnc1-c1ccc(Cl)cc1Cl | 8% | ? | 3% | 13 | 2% | 3% | 4% | -11% | 5
CCc1nc2c(OCc3ccc(F)cc3)cccn2c1N(C)C(=O)C(C)C | 2% | 3% | / | -5 | 5% | 2% | 0% | / | 2
CCC(C)N1C(=O)N(C)C2NC(=O)NC21 (stereo unspecified) | 7% | -3% | -8% | 1 | -1% | 6% | -1% | 0% | -5
CC1CCCCC1NC(=O)CSc1nnnn1C (stereo unspecified) | 6% | 16% | ? | 5 | 4% | 7% | -2% | -216%[inhibitor] | 4
O=C(NCc1ccco1)c1cnn2c(C(F)(F)F)cc(-c3ccccc3)nc12 | -13% | -24% | 2% | 1 | 15% | -3% | -20% | 24% | ?
C=CCCC(=O)N1C[C@H]2CON(C)[C@H]2C[C@H]1c1ccc(-n2ccnc2)cc1 | 4% | 15% | / | 8 | 4% | 10% | 0% | / | 21
COc1ccc([C@H]2C[C@@H](n3cc(-c4ccc(F)cc4)nn3)[C@H](O)CN2CC2CCCCC2)cc1 | 3% | 21µM* | / | 2 | -18% | 2% | ? | / | 22
O=[N+]([O-])c1cnn(-c2nc(-c3ccco3)cc(C(F)(F)F)n2)c1 | 24% | 5% | 15% | 5 | 1% | 13% | 7% | 18µM* | 9
CSc1nc(-c2ccc(C)cc2)nc(C(Cl)Cl)n1 | ? | 18µM* | ? | 1 | -6% | 4% | 7.3µM* | 18% | 20
Cc1cccc(C(CC(=O)NCc2ccco2)c2ccccc2)c1O (stereo unspecified) | 3% | -10% | 3% | -3 | 2% | 0% | 3% | -41% | -12
CCOC(=O)/C(C#N)=C/c1cn(CCC(=O)O)nc1-c1ccc(Br)cc1 | -12% | -1% | 18% | -1 | -3% | -3% | 0% | 2% | 0
C/C(=N\NC(=O)c1ccccc1O)C1C(=O)c2ccccc2C1=O | 9% | 16% | 5% | 1 | 1% | 1% | 7% | -8% | 20
C/C=C(\C)C(=O)N1CC2(CC(c3cccc(NC(=O)CCCCC)c3)=NO2)C[C@@H]1C(N)=O (stereo partly specified) | 2% | 5% | -2% | 0 | 3% | 0% | -25% | -121%[inhibitor] | ?
CC(=O)C1CCC2C3CCC4CC(=O)CCC4(C)C3C(C)(O)CC12C (stereo unspecified) | -9% | -7% | 12% | -2 | 1% | -2% | -8% | -5% | 17
CC(C)C(=O)Nc1c(-c2cccc(Cl)c2)c(=O)c2ccccc2n1C | 0% | 0% | 5% | -4 | 20% | -1% | -1% | 1% | 8
CCc1nc2ccc(C(=O)NCCNC(C)=O)cn2c1N(C)CCCc1ccccc1 | 14% | -1% | / | 1 | 3% | 24% | 0% | / | 125

An excerpt from above in order of SMILES length, lowest first:
SMILES | HT1080-NT tox | KB-V1 MDR tox | MCF10A rereplic | DRD3 agonist | GLP1R cytotox | HT1080 IDH1KD tx | KB-3-1 cytotox | SW480 rereplic | IL1B secr inh
CCOC(=O)/C(C#N)=C/c1cn(CCC(=O)O)nc1-c1ccc(Br)cc1 | -12% | -1% | 18% | -1 | -3% | -3% | 0% | 2% | 0
COCc1ccc(C(=O)NC2CC(C)(C)Cc3c2cnn3-c2ccc(OC)cc2)o1 (stereo unspecified) | 1% | -7% | -9% | -9 | -5% | 2% | -1% | 3% | -18
COc1ccccc1NC(=O)CSc1nc(O)c(C/C=C/c2ccccc2)c(=O)[nH]1 | / | 1% | / | -3 | 10% | / | 3% | / | /
C=CCCC(=O)N1C[C@H]2CON(C)[C@H]2C[C@H]1c1ccc(-n2ccnc2)cc1 | 4% | 15% | / | 8 | 4% | 10% | 0% | / | 21

(further entries)
SMILES | HT1080-NT tox | KB-V1 MDR tox | MCF10A rereplic | DRD3 agonist | GLP1R cytotox | HT1080 IDH1KD tx | KB-3-1 cytotox | SW480 rereplic | IL1B secr inh
CC1CCN(Cc2nc3c(c(=O)n(C)c(=O)n3C)n2CCCc2ccccc2)CC1 | 0% | 1% | 0% | -11 | -2% | 11% | 10% | -5% | -6
Cc1c(Cl)cccc1NC(=S)NCC(c1cccnc1)N(C)C (stereo unspecified) | 1% | -9% | 0% | -22 | 333%[activator] | 1% | -1% | -3% | -13
CN(C)/C=C1\N=C(c2ccc(Cl)cc2Cl)OC1=O | 25% | 6% | 8% | 21 | 3% | 7% | ? | -8% | -30
CO/N=C/c1cn(-c2ccc(Cl)cc2)nn1 | 23% | -25% | 3% | 4 | -9% | -13% | -6% | 9% | -11
O=C(CCn1c(=O)oc2ccccc21)N1CCN(c2ccccc2F)CC1 | 9% | 23µM* | 0% | 31* | -16% | 6% | 2% | -5% | -3
CCc1c(C)sc2c1CCN(Cc1cccc(OC)c1)C2c1ccccc1 (stereo unspecified) | / | 17% | / | 7 | 0% | / | ? | / | /
OC(c1ccccc1)C(NCCNCc1ccccc1)c1ccccc1 (stereo unspecified) | -11% | -3% | ? | -8 | -2% | -7% | 0% | ? | -8
Oc1ccccc1Nc1ncnc2c1oc1ccccc12 | -17% | 2% | ? | -4 | ? | -6% | 2% | 1% | 43
